Screening data as filed in PubChem BioAssay.
HepG2 viability: counter-screen for TGF-b inhibitors: cytotoxicity in HepG2 cells. HepG2 CAGA-GFP viability, ATP luminescence, 18 h. AID 588856. hit rate 0.76% among 410,000. Potency, µM (top dose mostly 46.1 µM), for inactives: top-dose activity change, negative = cytotoxicity, actives largely listed as cytotoxic; also: potency is read from the fitted curve at half-maximal effect; some results filed as inactive show a strong effect at the top dose
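HepG2 CAGA-GFP cells (1000/well, DMEM with 1% FBS) received compound, then TGF-beta at 500 pg/mL final, and were incubated 18 hours at 37 degrees C. Viability was read by CellTiter-Glo luminescence. Media-only wells were set as complete cell-killing and DMSO as no toxicity.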
ATXN2 expr inh: inhibitors of ATXN2 expression; Potency, µM (titrated, usually from 57 µM), for the others: at the top dose activity change, negative = inhibition, most hits filed as inhibitors; HEK-293 ATXN2-luciferase reporter, luminescence, 24 h; hit rate 0.72% among 360,000; also: potency is read from the fitted curve at half-maximal effect; % is scaled to controls: 0 for no effect and ±100 for the full control effect; nearly all actives have a fitted effect of over 55% in size
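qHTS (up to 57 uM final) was run with 24 h compound exposure of reporter cells at 37 °C. Each well was multiplexed: SteadyGlo luminescence measured ATXN2-luciferase expression after a fluorogenic Gly-Phe-AFC viability readout (25 uM final).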
TGFb inhibitor: inhibitors of TGF-b signaling; HepG2 CAGA-GFP TGF-b/SMAD3 reporter, GFP fluorescence, 18 h; TGF-beta stimulated, 500 pg/mL final; Potency, µM (titrated, usually from 46.1 µM), for the others: at the top dose activity, negative = inhibition, hits mostly inhibitors; AID 588855; hit rate 1.2% among 410,000; also: potency is read from the fitted curve at half-maximal effect; % is scaled to controls: 0 for no effect and ±100 for the full control effect; nearly all actives have a fitted effect of over 65% in size
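Inhibition of TGF-beta-driven CAGA-GFP reporter expression in HEPG2 cells is measured by cellular GFP fluorescence after 18 h stimulation with 500 pg/mL recombinant TGF-beta in 1% FBS medium at 37 degrees C.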
ATXN viability: cell viability loss in ATXN counter-screen; S2 cells (HEK-293 line with an ATXN2-luciferase reporter) viability, CellTiter-Fluor protease fluorescence, 24 h; Potency, µM (doses to about 56.7 µM), most hits filed as cytotoxic; hit rate 0.49% among 400,000; also: potency is read from the fitted curve at half-maximal effect; nearly all actives have a fitted effect of over 40% in size
Nrf2 ARE act: activators of Nrf2 (ARE) signaling | Potency, µM (titrated, usually from 46.1 µM), for the others: top-dose activation, most hits filed as activators | AREc32 ARE-luciferase reporter (MCF7-derived line), luminescence, 24 h | hit rate 0.31% among 410,000; also: potency is read from the fitted curve at half-maximal effect; % of control where 0% means no effect; nearly all actives have a fitted effect of over 65% in size
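Reporter line AREc32 (ARE-Fluc), seeded overnight in OPTI-MEM with 5% FBS; compound pin-transferred, 24 hr at 37 deg C, 5% CO2; luminescent read-out.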
EPAC2 ag: EPAC2 (human) agonism; EPAC2 activation, biochemical qHTS; response scale: 100% = 6.5 mM cAMP response; Q8WZA2; hit rate 0.079% among 360,000; Potency, µM (doses to about 154 µM), for inactives: top-dose activation, most hits filed as activators; also: potency is read from the fitted curve at half-maximal effect; nearly all actives have a fitted effect of over 50% in size
Target sequence (Q8WZA2 whole entry, looked up): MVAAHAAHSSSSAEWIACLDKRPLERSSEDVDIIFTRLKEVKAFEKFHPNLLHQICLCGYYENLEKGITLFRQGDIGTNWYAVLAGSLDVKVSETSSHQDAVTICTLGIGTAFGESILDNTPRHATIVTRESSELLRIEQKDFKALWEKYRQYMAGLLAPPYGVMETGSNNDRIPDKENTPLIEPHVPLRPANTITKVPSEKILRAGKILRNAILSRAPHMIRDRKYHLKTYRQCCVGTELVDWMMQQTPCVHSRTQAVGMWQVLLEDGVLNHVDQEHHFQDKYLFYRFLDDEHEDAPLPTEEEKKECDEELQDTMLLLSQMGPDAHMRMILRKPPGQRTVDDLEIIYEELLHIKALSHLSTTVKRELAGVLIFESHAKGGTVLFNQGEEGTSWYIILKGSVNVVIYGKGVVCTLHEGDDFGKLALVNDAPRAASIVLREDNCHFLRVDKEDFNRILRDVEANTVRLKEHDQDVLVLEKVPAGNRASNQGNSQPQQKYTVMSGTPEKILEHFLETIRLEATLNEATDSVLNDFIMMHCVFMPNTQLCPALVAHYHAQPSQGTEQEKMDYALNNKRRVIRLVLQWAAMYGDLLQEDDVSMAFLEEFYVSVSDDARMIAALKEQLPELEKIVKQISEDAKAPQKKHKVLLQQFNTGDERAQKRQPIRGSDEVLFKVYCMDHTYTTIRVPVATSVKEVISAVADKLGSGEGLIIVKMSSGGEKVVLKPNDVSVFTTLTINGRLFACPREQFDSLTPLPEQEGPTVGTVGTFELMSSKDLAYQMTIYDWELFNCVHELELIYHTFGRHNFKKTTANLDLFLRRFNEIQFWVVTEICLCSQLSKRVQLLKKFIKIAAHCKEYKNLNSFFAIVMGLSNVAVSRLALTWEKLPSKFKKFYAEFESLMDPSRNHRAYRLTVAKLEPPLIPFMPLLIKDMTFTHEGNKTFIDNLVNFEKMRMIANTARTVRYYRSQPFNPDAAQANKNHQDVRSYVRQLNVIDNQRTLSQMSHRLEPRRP
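Readout is BODIPY fluorescence (480 nm excitation, 540 nm emission), which falls as labeled GDP is exchanged off Rap1B. EPAC2 at 100 nM acted on 250 nM RAP1B-BODIPY-GDP with 50 uM GDP present.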
Nrf2 inh: blocks Nrf2 signaling; A549 ARE-Fluc reporter, luciferase luminescence, 18-24 h; Potency, µM (highest dose often 46 µM), for the others: at the highest dose activity change, negative = inhibition, hits mostly inhibitors; hit rate 2.1% among 360,000; AID 504444; also: potency is read from the fitted curve at half-maximal effect; % is scaled to controls: 0 for no effect and ±100 for the full control effect; nearly all actives have a fitted effect of over 60% in size
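A549 ARE_Fluc cells, 5000/well, 5% FBS OPTI-MEM; compounds in dose-response, 18-24 h at 37 °C/5% CO2; CellTiter-Fluor viability read (Ex 405/Em 525), then BugLite luciferase luminescence = Nrf2 activity.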
A549 viability: A549 cytotoxicity, counter-screen for Nrf2 inhibitors; Potency, µM (titrated, usually from 46 µM), for the others: top-dose activity change, negative = cytotoxicity, hits mostly inhibitors; A549 ARE-Fluc cells, CellTiter-Fluor viability, 18-24 h; hit rate 0.16% among 390,000; also: potency is read from the fitted curve at half-maximal effect; % is scaled to controls: 0 for no effect and ±100 for the full control effect
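Cytotoxicity counterscreen: CellTiter-Fluor fluorescence was measured in A549 ARE_Fluc cells after 18-24 h of compound exposure in a concentration series. The subsequent BugLite luminescent read reports ARE-luciferase activity.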
IL-2 act: IL-2 activation. hit rate 0.065% among 360,000. IL-2 activation reporter assay, cell-based qHTS; stimulated with anti-CD3/CD4/CD28 beads; in transgenic mouse T cells. activation, % (series mostly up to about 46 µM). AID 652025; in the data active = activation above about 50%; inconclusive = mostly about 30% to 49%; also: 0% is about no effect
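Readout: EGFP and DsRed signals by fluorescent plate cytometry. Unstimulated transgenic mouse T cells received compound 60 min before antibody-bead stimulation, then incubated 18 h at 37 degrees C.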
An asterisk follows results filed as active; i = inactive; ? = inconclusive; / = no result given; [ ] = dose if it differs, or a comment. Unless noted, calls follow the shape of the dose curve; as a rule, active = well fitted curve in the direction sought with a large enough effect; inconclusive = small, poorly fitted or top-dose-only effect, or another doubt; inactive = no such curve, though single readings can be large; an effect the other way counts as inactive or inconclusive.

SMILES	HepG2 viability	ATXN2 expr inh	TGFb inhibitor	ATXN viability	Nrf2 ARE act	EPAC2 ag	Nrf2 inh	A549 viability	IL-2 act
CS(=O)(=O)N1CCN(c2cnn(-c3ccccc3)c(=O)c2Cl)CC1	-26%	3%	2%	i	3.2%	14%	?	2%	0.5
O=C1C2C3C=CC(C3)C2C(=O)N1c1ccc(S(=O)(=O)Nc2nccs2)cc1 (centres undefined)	-2%	11%	-1%	i	0.3%	5%	5%	1%	-0.1
O=C(O)CCCn1nc(C(F)(F)F)c2c1CCCCC2	-1%	2%	-1%	i	1.1%	-2%	-2%	-1%	0.7
COc1ccc(OCC(=O)NCC(c2cccs2)N2CCOCC2)cc1 (centres undefined)	-12%	-1%	?	i	-0.8%	25%	-7%	-5%	-4.9
O=C(Cc1ccccc1)NCC(=O)Nc1cccc(Cl)c1	-54%	-18%	-20%	i	0.1%	-3%	-4%	6%	2.5
Cc1sc(NC(=O)c2ccccc2)c(C#N)c1-c1ccccc1	-20%	55%[activator]	1%	i	2.9%	9%	?	-4%	-6.5
CC12CCC(c3n[nH]c(=S)nc31)C2(C)C (centres undefined)	-3%	1%	-10%	i	-1.3%	6%	0%	1%	0.8
COc1ccccc1N1CC(C(=O)Nc2nnc(SCC(=O)NCC3CCCO3)s2)CC1=O (centres undefined)	14%	7%	-3%	i	-0.2%	14%	?	18%	-0.4
O=C(Nc1ccc2c(c1)OCCO2)C(c1cc2ccccc2o1)N1CCN(c2ccc(C(F)(F)F)cn2)CC1 (centres undefined)	-2%	33%	-13%	i	-0.3%	5%	/	/	-0.7
O=C(NCCCN1CCCC1=O)Nc1ccc([N+](=O)[O-])cc1	-10%	0%	-12%	i	-0.1%	-3%	19%	-6%	-2.6

A few values from above.
For ATXN2 expr inh, `O=C(Cc1ccccc1)NCC(=O)Nc1cccc(Cl)c1` shows -18%
For ATXN2 expr inh, `CC12CCC(c3n[nH]c(=S)nc31)C2(C)C` (centres undefined) shows 1%
For IL-2 act, `COc1ccccc1N1CC(C(=O)Nc2nnc(SCC(=O)NCC3CCCO3)s2)CC1=O` (centres undefined) shows -0.4
For EPAC2 ag, `O=C1C2C3C=CC(C3)C2C(=O)N1c1ccc(S(=O)(=O)Nc2nccs2)cc1` (centres undefined) shows 5%
For Nrf2 ARE act, `O=C(Nc1ccc2c(c1)OCCO2)C(c1cc2ccccc2o1)N1CCN(c2ccc(C(F)(F)F)cn2)CC1` (centres undefined) shows -0.3%
For A549 viability, `CS(=O)(=O)N1CCN(c2cnn(-c3ccccc3)c(=O)c2Cl)CC1` shows 2%
For Nrf2 ARE act, `O=C(O)CCCn1nc(C(F)(F)F)c2c1CCCCC2` shows 1.1%

Next part.
SMILES	HepG2 viability	ATXN2 expr inh	TGFb inhibitor	ATXN viability	Nrf2 ARE act	EPAC2 ag	Nrf2 inh	A549 viability	IL-2 act
Cn1ncc(Br)c1C(=O)NC1CCCC1	1%	2%	1%	i	0.1%	4%	-11%	-1%	-0.9
CC(=O)NC(Cc1ccccc1F)C(=O)NC1CCN(C(=O)c2cnccn2)CC1 (centres undefined)	-25%	0%	23%	i	0.2%	12%	11%	10%	-1.6
Cc1c(Cl)c(C(F)(F)F)nn1CC(=O)NN	6%	-4%	1%	i	0.1%	2%	6%	-4%	-2.7
CCCN1CCN(C(=O)c2cc(COc3ccc(F)c(F)c3)on2)CC1	0%	33%[activator]	14%	i	0.3%	0%	19%	-1%	-2.3
Cc1ccc(CNC(=O)c2cnc(N3CCCC3)nc2C)cc1	-7%	6%	-3%	i	0.3%	/	/	5%	/
CCC(C)c1ccc(-n2c(=O)c3ccccc3n3c(=S)[nH]nc23)cc1 (centres undefined)	-4%	10%	-1%	i	-0.5%	5%	3%	-6%	0.4
N#Cc1c(C(F)(F)F)cc(-c2cccs2)nc1SCC(=O)Nc1cccc(C(F)(F)F)c1	-16%	0%	58%[activator]	i	4.9%	/	?	0%	/
O=C(CSc1ccccn1)N1CCCC(Nc2ccc(F)c(F)c2)C1 (centres undefined)	20%	-5%	-7%	i	-0.7%	-3%	-4%	3%	-4.4
C[C@H](CO)N1C[C@H](C)[C@H](CN(C)C(=O)c2ccccc2)OCc2cnnn2CCCC1=O	-7%	9%	5%	i	-0.5%	7%	/	/	-1.8
O=C(Nc1cnn(Cc2c(Cl)cccc2Cl)c1)C(c1ccccc1)c1ccccc1	2%	-12%	8%	i	-0.3%	6%	/	-8%	-0.7
Cc1ccc(N(C)C(=O)C2CCCN2S(=O)(=O)c2ccc3c(c2)n(C)c(=O)c(=O)n3C)cc1 (centres undefined)	-4%	-3%	0%	i	-1.6%	8%	-1%	-10%	-1.0
O=C(O)CSc1nc(-c2ccccc2)c(-c2ccccc2)[nH]1	-16%	/	-12%	i	0.4%	2%	3%	-2%	1.8
CCc1sc(-c2c(C#N)c(N)nc3c2CCCCCC3)cc1[N+](=O)[O-]	-29%	-2%	4%	i	2.7%	-9%	-14%	3%	-0.9
COc1cc(NC(=O)c2ccc([N+](=O)[O-])o2)ccc1NC(=O)c1ccco1	4%	/	1.1µM*	i	-1.2%	-4%	-22%	-8%	-0.2
C#CC[N+](C)(C)CC#Cc1ccccc1	-5%	-18%	5%	i	0.1%	23%	-11%	2%	0.1
Cc1ccccc1-n1c(=O)n(Cc2ccco2)c(=O)c2[nH]cnc21	5%	9%	18%	i	-0.3%	6%	5%	4%	-1.6
Cc1cc(C)n2nc(C(=O)OCC(=O)N(CC(C)C)CC(C)C)nc2n1	4%	-19%	-1%	i	-0.2%	11%	-5%	-1%	-3.5
C(=N\N1CCN(Cc2ccccc2)CC1)/c1cccs1	4%	92%[activator]	0%	i	0.5%	4%	?	-5%	-0.9
Cc1ccc(-c2cc(-c3coc4ccccc4c3=O)c3c(n2)-c2ccccc2OC3)cc1	-13%	0%	3%	i	13%	/	3%	9%	/
Cc1cc(C(F)F)n2nc(C(=O)Nc3cc(Cl)ccc3C)nc2n1	-34%	9%	?	i	-0.4%	/	2%	-5%	/

Whole records, looked up by structure. Values in the order: HepG2 viability | ATXN2 expr inh | TGFb inhibitor | ATXN viability | Nrf2 ARE act | EPAC2 ag | Nrf2 inh | A549 viability | IL-2 act
CS(=O)(=O)N1CCN(c2cnn(-c3ccccc3)c(=O)c2Cl)CC1 across the screens: -26% | 3% | 2% | i | 3.2% | 14% | ? | 2% | 0.5
Cc1sc(NC(=O)c2ccccc2)c(C#N)c1-c1ccccc1 across the screens: -20% | 55%[activator] | 1% | i | 2.9% | 9% | ? | -4% | -6.5
O=C(Nc1ccc2c(c1)OCCO2)C(c1cc2ccccc2o1)N1CCN(c2ccc(C(F)(F)F)cn2)CC1 (centres undefined) across the screens: -2% | 33% | -13% | i | -0.3% | 5% | / | / | -0.7
O=C(NCCCN1CCCC1=O)Nc1ccc([N+](=O)[O-])cc1 across the screens: -10% | 0% | -12% | i | -0.1% | -3% | 19% | -6% | -2.6
COc1ccccc1N1CC(C(=O)Nc2nnc(SCC(=O)NCC3CCCO3)s2)CC1=O (centres undefined) across the screens: 14% | 7% | -3% | i | -0.2% | 14% | ? | 18% | -0.4

(listing goes on)
SMILES	HepG2 viability	ATXN2 expr inh	TGFb inhibitor	ATXN viability	Nrf2 ARE act	EPAC2 ag	Nrf2 inh	A549 viability	IL-2 act
O=C(NCC(=O)N(Cc1ccccc1)C(C(=O)NC1CCCC1)c1ccco1)c1ccco1 (centres undefined)	3%	-11%	7%	i	0.4%	-7%	10%	-6%	1.5
COCc1cc(C)n(CC(=O)NC(C)c2ccccc2)c(=O)c1C#N (centres undefined)	-11%	-8%	1%	i	-0.2%	8%	3%	-9%	0.1
COc1ccc(CCNC(=O)c2ccc(NS(=O)(=O)c3c(C)noc3C)cc2)cc1OC	-21%	-7%	-15%	i	-1.4%	-4%	13%	10%	-2.3
COc1ccc(Cn2nnnc2CN2CCC(O)(c3ccc(F)cc3)CC2)cc1	-5%	-16%	5%	i	4.0%	10%	0%	1%	-4.0
O=C(CCN1CCCCO1)N1CCCC(N2CCN(c3ccc(F)cc3)CC2)C1 (centres undefined)	2%	-8%	5%	i	0.3%	-3%	1%	7%	-2.5
CCN(Cc1ccccc1)S(=O)(=O)c1ccc(C(=O)Nc2nnc(-c3ccccc3OC)o2)cc1	11%	?	0%	i	0.4%	-5%	13µM*	-22%	-0.6
CC(=O)c1ccc2c(c1)OCCOCCOc1ccccc1OCCOCCO2	-13%	-13%	1%	i	0.4%	13%	?	4%	-0.8
COc1ccc(C2CC(=O)c3cc(-c4nc(-c5cccc([N+](=O)[O-])c5)cs4)c(=O)n(-c4cccc(C)c4)c3C2)cc1 (centres undefined)	-6%	3%	-13%	i	-1.4%	/	-6%	-1%	/
CCC(CC)C(=O)Nc1cc(C)cc(C)c1	-18%	-12%	-1%	i	0.0%	-10%	0%	13%	0.0
Cc1ccc(-c2nnn(CC(=O)N(CCO)C(C(=O)NC3CCCCC3)c3ccncc3)n2)o1 (centres undefined)	-9%	-9%	3%	i	-0.6%	5%	-3%	-4%	-0.3
CCCn1nc(C(=O)Nc2cccc(C(=O)OC)c2)c2ccccc2c1=O	0%	-11%	-6%	i	2.2%	4%	-20%	-2%	-3.4
Cc1cc(=O)oc2cc(OCC(=O)Nc3nnc(CC(C)C)s3)ccc12	-20%	-16%	0%	i	0.2%	-15%	-24%	-3%	-1.4
